Screening results: PubChem BioAssay, MTDP
RNase H inhibition – RNase H inhibition, HIV 1 Gag Pol polyprotein, FRET biochemical assay, screening (AID 372). HIV-1 RT RNase H, FRET RNA/DNA substrate fluorescence; higher % means a stronger effect. inhibition, % at 10 µM, or IC50 in µM where a hit was titrated. 100,000 tested, 0.77% active; in the data active = inhibition above about 50%
Numbers without * were called inactive.

SMILES | RNase H inhibition
CCOC(=O)c1ccccc1NC(=O)CN(c1ccccc1)S(=O)(=O)c1ccccc1[N+](=O)[O-] | 3%
COc1cccc(C2NC(=S)NC(C)=C2C(=O)Nc2ccccc2Cl)c1OC (stereo not given) | 2%
CCCOC(=O)C1=C(C)N(C)C(=O)NC1c1ccc([N+](=O)[O-])cc1 (stereo not given) | 3%
CCCn1c(/N=C/c2cccs2)nc2ccccc21 | 0%
COc1ccccc1CNC(=O)C1CC(=O)N(c2ccc(F)cc2)C1 (stereo not given) | 16%
Cc1ccc(S(=O)(=O)C(CC(=O)c2ccc(O)cc2)c2ccccc2)cc1 (stereo not given) | 5%
C=CCc1ccccc1OCc1nnc(NC(=O)Nc2ccc(Cl)cc2Cl)s1 | 43%
O=C(CSc1nc2ccc([N+](=O)[O-])cc2[nH]1)c1ccc(F)cc1 | 11%
COc1ccccc1NC(=O)CC1S/C(=N\N=C\c2ccc(C)o2)NC1=O (stereo not given) | 4%
CCOc1ccccc1NC(=O)CCN1C(=O)/C(=C/c2ccc3c(c2)OCO3)SC1=S | 5%
N#Cc1c2c(c(NCCCCO)n3c1nc1ccccc13)CCC2 | 0%
CC(/C=C1\SC(=S)N(C(C)C(=O)O)C1=O)=C\c1ccccc1 (stereo not given) | 0%
COCCN1C(=O)/C(=C\c2ccc(-c3cc(Cl)ccc3Cl)o2)SC1=S | 2%
COC(=O)c1c(-c2ccc(OC)c(OC)c2)csc1NC(=O)c1ccc(OCC(C)C)cc1 | 13%
O=c1c2c(nc(NCCO)n1CCc1ccccc1)-c1ccccc1CC21CCCC1 | 9%
CN(C)c1ccc(NC(=S)NC(=O)c2ccc(Cl)cc2)cc1 | 4%
CC(=O)Nc1ccc2c(c1)ncn2-c1ccccc1 | 2%
COc1ccc2c(c1)OCC/C2=N\OC(=O)c1cccc(Br)c1 | 0%
O=C(NC(=S)Nc1ccc(S(=O)(=O)Nc2nccs2)cc1)c1sc2ccccc2c1Cl | 70%*
N#CCSc1nc2ccc(N)cc2s1 | 8%

Filtered by structure: the compounds so far with a furan ring, fused or not
SMILES | RNase H inhibition
COc1ccccc1NC(=O)CC1S/C(=N\N=C\c2ccc(C)o2)NC1=O (stereo not given) | 4%
COCCN1C(=O)/C(=C\c2ccc(-c3cc(Cl)ccc3Cl)o2)SC1=S | 2%

The listing continues.
SMILES | RNase H inhibition
COc1cc(/C=C/c2[nH]c(=O)[nH]c(=O)c2[N+](=O)[O-])ccc1OCc1ccccc1 | 14%
CCOC(=O)c1cc(CC)sc1NC(C)=O | 13%
O=C1/C(=C/c2cccc([N+](=O)[O-])c2)SC(=S)N1c1ccc(F)cc1 | 3%
Nc1ccccc1C(=O)Nc1cccc(Cl)c1 | 3%
COc1ccc(S(=O)(=O)N(Cc2ccccc2)c2ccccc2C(=O)Nc2cccc(C)c2)cc1 | 10%
O=C(Oc1ccc2c(-c3ccccc3)cc(=O)oc2c1)c1ccccc1Cl | 21%
COC(=O)c1cc(-c2ccc(/C=C3/N=C(c4ccccc4)OC3=O)o2)ccc1Cl | 13%
COC(=O)c1c(NC(=O)/C=C/c2ccc([N+](=O)[O-])cc2)sc(C)c1C | 18%
CCOc1ccc(N/C(=C/C(=O)c2ccccc2)C(=O)OC)cc1 | 17%
Cc1ccc(-n2[nH]c(C)c(/C=N/NC(=O)c3ccccc3[N+](=O)[O-])c2=O)cc1C | 13%
Cc1ccc(OCC(=O)NC23CC4CC(CC(C4)C2)C3)cc1 | 1%
COc1ccc(S(=O)(=O)/C=C/c2ccccc2)cc1 | 4%
CCOc1ccc(C(=O)Nc2ccc([N+](=O)[O-])cn2)cc1 | 4%
COC(=O)C1=C(C)N(c2cccc(OC)c2)C(=O)/C1=C\c1ccccc1F | 0%
CC(/C=C1\SC(N2CCN(C3=NC(=O)/C(=C\C(C)=C\c4ccccc4)S3)CC2)=NC1=O)=C\c1ccccc1 | 12%
COc1ccccc1N=Cc1sc2ccccc2c1O | 0%
COC(=O)Nc1ccc2c(c1)N(C(=O)CCN(C)C)c1ccccc1CC2 | 8%
Cc1c(Cl)cccc1-n1ncnc1-c1ccc(Br)cc1 | 16%
O=C(COc1ccccc1[N+](=O)[O-])N/N=C/c1ccco1 | 4%
CCOC(=O)C1=C(C)N=c2s/c(=C\c3cccc4ccccc34)c(=O)n2C1c1ccc2c(c1)OCO2 (stereo not given) | 4%
Cc1nnc(/N=C2\C(=O)Nc3ccccc32)s1 | 10%
CCOC(=O)C(=CNCC(=O)O)C(=O)OCC | 9%
O=c1[nH]c(=S)[nH]c2c1C1(CCCC1)Cc1ccccc1-2 | 3%
CCOC(=O)c1sc(NC(=O)c2ccc(C)c([N+](=O)[O-])c2)c(C(=O)OCC)c1C | 10%
Cc1cc(C)cc(OCCNC(=O)c2ccc([N+](=O)[O-])cc2Cl)c1 | 20%
O=C(Nc1nc(-c2ccc(F)c(F)c2)cs1)c1ccc(Cl)c(Cl)c1 | 11%
COc1cc(/C=C2/C(=O)N(c3ccccc3)N=C2C)cc([N+](=O)[O-])c1O | 14%
COc1ccc(C(=O)Nc2cc(Cl)ccc2Cl)cc1NC(=O)c1cccc([N+](=O)[O-])c1 | 4%
O=C(NC1CC1)c1cc(-c2cccs2)nc2ccccc12 | 4%
CCOC(=O)C1=C(C)NC(C)=C(C(=O)OCC)C1/C=C/c1ccccc1 | 0%
O=C1c2ccccc2C(=Nc2ccc(N=Cc3cc(Br)cc(Br)c3O)cc2)C1c1ccccc1 (stereo not given) | 22%
COC(=O)c1cccc(-n2c(C)cc(/C=C(/C#N)C(=O)Nc3ccc4ccccc4c3)c2C)c1 | 10%
CC(=O)Nc1c2ccc([N+](=O)[O-])cc2n2c(C)nc3ccc(Cl)cc3c12 | 0%
O=C(NC1CCCCCC1)c1cccs1 | 7%
Cc1ccc(/C=N/c2ncn[nH]2)c(O)c1 | 4%
O=C(Nc1cccc(C(=O)O)c1)/C(=C\c1ccco1)NC(=O)c1ccc(Br)o1 | 10%
Cc1ccc(-c2ccc(OCC(=O)Nc3cccc([N+](=O)[O-])c3)cc2)cc1 | 18%
CC1=NN(C(=O)c2ccc(Cl)cc2)C(O)(c2ccc(Cl)cc2)C1 (stereo not given) | 4%
COc1cc(C2CC(=O)NC(C)=C2C(=O)OC(C)C)c(Br)c(OC)c1OC (stereo not given) | 8%
O=C1CSC(c2ccccc2)N1CCSC12CC3CC(CC(C3)C1)C2 (stereo not given) | 18%
CC(C)OC(=O)c1ccc(NC(=O)COc2cc(Cl)ccc2Cl)cc1 | 3%
COc1ccc(NC(=O)c2ccccc2[N+](=O)[O-])cc1 | 6%
Cc1ccccc1N=Cc1cc([N+](=O)[O-])ccc1O | 7%
CCN1C(=O)/C(=C/c2cc(Cl)ccc2OCCOc2ccc(C)cc2C)SC1=S | 11%
CSc1ccccc1N=CC1=C(O)CC(C)(C)CC1=O | 8%
COc1ccc(C(=O)Nc2ccc(N(C)C)cc2)cc1[N+](=O)[O-] | 18%
Cc1cccc(-n2c(C)cc(/C=C3/SC(=O)NC3=O)c2C)c1 | 36%
COc1ccc(/C=C/c2[nH]c(=O)[nH]c(=O)c2[N+](=O)[O-])cc1OC | 15%
C=C(C)C(=O)OCn1c2ccccc2c2cc([N+](=O)[O-])ccc21 | 25%
CCCCN(CCCC)C(=O)CSc1nc2ccccc2[nH]1 | 7%
Cc1ccc(N2C(=O)NC(=O)/C(=C/C=C/c3ccccc3[N+](=O)[O-])C2=O)cc1 | 15%
CCOC(=O)/C(C#N)=C\c1cccn1C | 1%
Cc1cc([N+](=O)[O-])ccc1NC(=S)NC(=O)c1cccc(Br)c1 | 17%
O=C(c1ccc(F)cc1F)N1CCN(c2cc(N3CCOCC3)c(F)cc2[N+](=O)[O-])CC1 | 15%
Cc1ccc(N2C(=O)NC(=O)/C(=C\c3ccc(O)c(I)c3)C2=O)cc1 | 18%
Cc1ccc(NC(=O)/C=C/c2ccc(C)o2)cc1 | 7%
O=C(N/N=C/c1ccc(/C=N/NC(=O)c2cc(O)cc(O)c2)cc1)c1cc(O)cc(O)c1 | 14%
O=c1[nH]n(-c2ccc(Cl)cc2)c(O)c1/C=C1\C=Nc2ccccc21 | 14%
Cc1ccc(-c2cc(NC(=O)c3cccc(C)c3)n[nH]2)cc1 | 11%
COc1ccc(N2C(=O)C(Cl)=C(Nc3ccc(C)c(Cl)c3)C2=O)cc1 | 9%

Other entries follow:
SMILES | RNase H inhibition
COC(=O)c1ccc(NC(=S)NC(=O)c2ccccc2F)cc1 | 10%
NC(=O)c1ccccc1NC(=O)Cc1ccc(Cl)cc1 | 9%
CC(C)C1=NN2C(=N)/C(=C/c3ccc(-c4ccc(F)c(Cl)c4)o3)C(=O)N=C2S1 | 10%
Fc1ccc(-c2noc(-c3ccc(Cl)cc3)n2)cc1 | 7%
O=C(COc1ccc([N+](=O)[O-])cc1)Nc1ccc(NC(=O)c2cccc(Cl)c2)cc1 | 0%
CCN(CC)c1ccc(NC(=O)c2cccc(OCc3ccccc3)c2)cc1 | 19%
CCC(C)(C)C(=O)Nc1ccc(S(N)(=O)=O)cc1 | 3%
O=C(O)c1ccccc1C(=O)Nc1ccc(Sc2ccc([N+](=O)[O-])cc2)cc1 | 11%
O=C(NNC(=O)c1cccc(Cl)c1)C(=O)N1CCCCC1 | 6%
CCc1nn(-c2ccccc2)c(N)c1-c1ccc(OC)c(OC)c1 | 12%
O=[N+]([O-])c1ccc(N2CCN(S(=O)(=O)c3ccccc3)CC2)cc1NC1CC1 | 10%
CC(=O)C1=C(O)C(=O)N(c2cccnc2)C1c1ccc(Br)cc1 (stereo not given) | 5%
Nc1nonc1-c1nc2ccccc2n1Cc1ccc(F)cc1 | 39%
Cc1cccc(-c2nc3cc(NC(=S)NC(=O)c4cccc(Cl)c4)ccc3o2)c1 | 11%
CCn1c(C)[n+](CC)c2ccc(S(=O)(=O)N3CCCCC3)cc21 | 0%
Cc1ccc(C(=O)N/N=C/C=C/c2ccc([N+](=O)[O-])cc2)cn1 | 1%
C(=NN1CCN(c2ccccn2)CC1)c1ccc(OCc2ccccc2)cc1 | 7%
Cc1ccccc1Nc1cccc2nonc12 | 13%
CC(C)N1C(=O)/C(=C/c2ccccc2F)SC1=S | 0%
Cc1ccc(-n2nnnc2C(=N)c2nnnn2-c2ccc(C)cc2)cc1 | 32%
COc1cccc(OCCCN2CCCC2)c1 | 13%
CCCOC(=O)c1ccc(NC(=O)c2ccc(Br)cc2)cc1 | 0%
CCOC(=O)C1=C(O)CSC1=Nc1ccc(OC)cc1 | 5%
CC(=O)NN1C(=O)/C(=C\c2ccc(F)cc2)SC1=S | 7%
COc1ccc(Br)cc1C(=O)Nc1cccc(-c2nc3ncccc3o2)c1C | 15%
C/C(=N\N1CCN(C2c3ccccc3-c3ccccc32)CC1)c1ccccc1O | 9%
O=[N+]([O-])c1ccc(S(=O)(=O)NC2c3ccccc3Oc3ccccc32)cc1 | 1%
Cc1cc(C)c2oc(-c3cccc(NC(=O)c4ccccc4Br)c3)nc2c1 | 17%
CCOc1cc(C(=O)Nc2ccc(OC)c(Cl)c2)cc(OCC)c1OCC | 8%
COC1(C(=O)CC(=O)c2ccccc2)CCCCC1 | 0%
Cc1cc([N+](=O)[O-])ccc1NC(=O)c1ccc([N+](=O)[O-])cc1 | 4%
COc1ccc(NC(=O)CC2SC(=O)NC2=O)cc1 (stereo not given) | 6%
O=C(O)CCC(=O)Nc1ccc(-c2ccnc(-c3ccc(NC(=O)CCC(=O)O)cc3)n2)cc1 | 5%
Clc1ccc2nc(N/N=C/c3ccc4c(c3)OCO4)nc(-c3ccccc3)c2c1 | 10%
Cc1[nH]c2ccccc2c1/C=N/NC(=O)c1cc(C23CC4CC(CC(C4)C2)C3)[nH]n1 | 25%
COc1ccc(N(CC(=O)Nc2cccc(C(F)(F)F)c2)S(C)(=O)=O)cc1 | 7%
CCCC12CCC(O)(CC1)C/C2=N\NS(=O)(=O)c1ccc(C)cc1 | 12%
COc1cc(/C=C2\SC(N)=NC2=O)cc(Cl)c1OCc1ccc(C)cc1 | 15%
O=C(NC(=S)Nc1ncn[nH]1)c1ccccc1 | 3%
CCCC(C)NC(=O)c1ccc([N+](=O)[O-])cc1Cl (stereo not given) | 3%
O=c1c(CN2CCN(Cc3ccc4c(c3)OCO4)CC2)coc2ccccc12 | 20%
Cc1ccc(/C=N/NC(=O)c2ccc(C(=O)N/N=C/c3ccc(C)o3)o2)o1 | 10%
CC1(C(=O)n2nnc3ccccc32)CC2C=CC1C2 (stereo not given) | 22%
O=C(Nc1cccc2ccccc12)C1C(c2ccccc2)=C1c1ccccc1 | 4%
NC(=O)c1cccc(NC(=O)CCC(=O)O)c1 | 0%

Grouped by structure: the compounds so far with fluorine.
SMILES | RNase H inhibition
COc1ccccc1CNC(=O)C1CC(=O)N(c2ccc(F)cc2)C1 (stereo not given) | 16%
O=C(CSc1nc2ccc([N+](=O)[O-])cc2[nH]1)c1ccc(F)cc1 | 11%
O=C1/C(=C/c2cccc([N+](=O)[O-])c2)SC(=S)N1c1ccc(F)cc1 | 3%
COC(=O)C1=C(C)N(c2cccc(OC)c2)C(=O)/C1=C\c1ccccc1F | 0%
O=C(Nc1nc(-c2ccc(F)c(F)c2)cs1)c1ccc(Cl)c(Cl)c1 | 11%
O=C(c1ccc(F)cc1F)N1CCN(c2cc(N3CCOCC3)c(F)cc2[N+](=O)[O-])CC1 | 15%
COC(=O)c1ccc(NC(=S)NC(=O)c2ccccc2F)cc1 | 10%
CC(C)C1=NN2C(=N)/C(=C/c3ccc(-c4ccc(F)c(Cl)c4)o3)C(=O)N=C2S1 | 10%
Fc1ccc(-c2noc(-c3ccc(Cl)cc3)n2)cc1 | 7%
Nc1nonc1-c1nc2ccccc2n1Cc1ccc(F)cc1 | 39%
CC(C)N1C(=O)/C(=C/c2ccccc2F)SC1=S | 0%
CC(=O)NN1C(=O)/C(=C\c2ccc(F)cc2)SC1=S | 7%
COc1ccc(N(CC(=O)Nc2cccc(C(F)(F)F)c2)S(C)(=O)=O)cc1 | 7%

Not all compounds are listed (hit frequency here may not be typical).
